High-throughput results: PubChem BioAssay, NMMLSC
Bim-Bcl-XL: human Bim-Bcl-XL interaction inhibition | Q07817 | Bim peptide-Bcl-XL binding, bead flow cytometry, fluorescence | inhibition, % at 10 µM | 190,000 compounds, 0.04% hits
Target sequence (Q07817 whole entry, looked up): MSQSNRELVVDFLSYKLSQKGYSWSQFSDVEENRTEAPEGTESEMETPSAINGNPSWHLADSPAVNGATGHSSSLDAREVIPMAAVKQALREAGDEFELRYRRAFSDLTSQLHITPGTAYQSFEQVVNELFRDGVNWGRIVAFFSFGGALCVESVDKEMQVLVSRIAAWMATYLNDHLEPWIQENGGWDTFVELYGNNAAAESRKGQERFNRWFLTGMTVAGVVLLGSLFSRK
Bim-Bcl-2: disrupts Bim peptide binding to human Bcl-2; Bead-based flow cytometry, Bim peptide-Bcl-2 binding; 190,000 compounds, 0.06% hits; inhibition, % at 10 µM; P10415; in the data active means inhibition above about 40%; inconclusive means no clear call, values can overlap the other calls;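 further: 0% = no compound wells with probe peptide and 100% = reference peptide inhibitor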
Target sequence (P10415 whole entry, looked up): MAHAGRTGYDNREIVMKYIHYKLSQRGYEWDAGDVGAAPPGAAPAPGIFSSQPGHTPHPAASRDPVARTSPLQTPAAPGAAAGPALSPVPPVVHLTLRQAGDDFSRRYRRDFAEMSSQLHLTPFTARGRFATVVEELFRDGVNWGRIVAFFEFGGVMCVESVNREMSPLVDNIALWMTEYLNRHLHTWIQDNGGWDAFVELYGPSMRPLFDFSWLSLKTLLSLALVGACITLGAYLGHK
Bcl-W Bim block: disrupts Bim peptide binding to human Bcl-W. bead-based flow cytometry. Q92843. 190,000 compounds, 0.02% hits. inhibition, % at 10 µM;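 further: 0% = bound tracer without compound and 100% = peptide blocker; higher means less fluorescent Bim peptide bound to Bcl-W beads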
Target sequence (Q92843 whole entry, looked up): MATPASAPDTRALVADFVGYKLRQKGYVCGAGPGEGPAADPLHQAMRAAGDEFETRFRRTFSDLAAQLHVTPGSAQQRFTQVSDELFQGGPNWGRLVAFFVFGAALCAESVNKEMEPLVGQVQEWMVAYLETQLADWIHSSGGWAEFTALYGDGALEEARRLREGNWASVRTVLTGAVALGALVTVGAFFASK
GSH fluor: compound fluoresces at 488/530 nm on GSH beads. GSH beads flow cytometry, compound fluorescence 488/530 nm; stronger effect = higher value. AID 1776. 190,000 compounds, 0.25% hits. fluorescence (KMESF) at 10 µM; in the data active means fluorescence above about 89;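 further: glutathione beads carrying GST-tagged Bcl family fusion proteins plus one bare bead set; values are compound well signal with DMSO vehicle wells as background; inactives centre near 16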
RGS7-Gao: regulators of human RGS7-Galphao interaction; binding response (% of control), % at 10 µM; Multiplexed bead flow cytometry, RGS7-Galphao binding; actives lie on both sides; 220,000 compounds, 0.35% hits; P09471; in the data active means binding response below about 49% or above about 150%; inconclusive means no clear call, values can overlap the other calls; inactive means in between;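 further: fluorescent Galphao held in activated GDP-AlF4 state binding bead-coupled RGS7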
Bim-Bcl-B: human Bim-Bcl-B interaction inhibition; 190,000 compounds, 0.073% hits; inhibition, % at 10 µM; bead-based flow cytometry, Bim peptide-Bcl-B binding; Q9HD36;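 further: 0% = tracer peptide without compound and 100% = reference inhibitor peptide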
Target sequence (Q9HD36 whole entry, looked up): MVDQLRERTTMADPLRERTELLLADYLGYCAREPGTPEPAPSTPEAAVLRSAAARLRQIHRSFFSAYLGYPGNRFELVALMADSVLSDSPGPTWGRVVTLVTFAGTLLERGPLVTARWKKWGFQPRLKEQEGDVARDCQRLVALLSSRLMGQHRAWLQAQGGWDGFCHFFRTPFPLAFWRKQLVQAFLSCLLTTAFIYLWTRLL
Avidin fluor: avidin bead compound fluorescence profile. Avidin beads, compound fluorescence 488/530 nm, flow cytometry; stronger effect = higher value. fluorescence (KMESF) at 10 µM. 220,000 compounds, 0.38% hits; in the data active means fluorescence above about 47; further: inactives centre near 10
ABCG2 inh: inhibitors of human ABCG2 transporter, ABCB1 counter-screen; IgMXP3 cells, JC-1 efflux, flow cytometry; inhibition, % at 6.6 µM; 190,000 compounds, 0.1% hits;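 active means inhibition above 80%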;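 further: 0% = DMSO and 100% = nicardipine control wells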
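Test system: IgMXP3 (ABCG2) plus far-red-tagged CCRF-Adr (ABCB1) cells. Reagent: JC-1 dye as substrate. Timing: 10 min exposure at 25 °C with rotation, no wash. Measured by: flow cytometric JC-1 green MFI at 530 nm. Read-out: percent efflux inhibition, scaled nicardipine 100% to DMSO 0%. Control set: nicardipine and DMSO wells.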
RGS4-Gao reg: human RGS4-Galphao interaction regulation. binding response (% of control), % at 10 µM. P09471. AID 1415. 220,000 compounds, 0.33% hits. Multiplexed bead flow cytometry, RGS4-Galphao binding; actives lie on both sides; in the data active means binding response below about 49% or above about 150%; inactive means in between;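 further: fluorescent Galphao activated with aluminum fluoride binding bead-coupled RGS4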
ABCB1 block: human ABCB1 inhibition, ABCG2 as counter-screen | P08183 | CCRF-Adr cells, JC-1 efflux, flow cytometry | inhibition, % at 6.6 µM | 190,000 compounds, 0.067% hits | AID 1326; in the data active means inhibition above about 40%;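 further: 0% = vehicle and 100% = reference inhibitor; higher value means more JC-1 retained so stronger ABCB1 efflux block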
Bfl-1 Bim block: disrupts Bim binding to human Bfl-1; AID 1008; inhibition, % at 10 µM; Bead-based flow cytometry, Bim-Bfl-1 binding inhibition; 190,000 compounds, 0.12% hits;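 further: 0% = wells without compound plus tracer and 100% = blocker peptide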
The depositor's hits bear a star; ? = inconclusive; . = not tested or not shown; [ ] = dose if it differs, or a comment. Unless noted, no stated cut-off is given here; in the data, active means inhibition above about 40%.

SMILES	Bim-Bcl-XL	Bim-Bcl-2	Bcl-W Bim block	GSH fluor	RGS7-Gao	Bim-Bcl-B	Avidin fluor	ABCG2 inh	RGS4-Gao reg	ABCB1 block	Bfl-1 Bim block
CN(CC(=O)Nc1ccccc1C(F)(F)F)C(=O)COc1cccnc1[N+](=O)[O-]	0	-2	-1	8	101	-3	22	1	99	0.2	-6
CC[C@H](C)[C@@H](NC(=O)O[C@@H]1C(=O)c2cc(Br)ccc2O[C@H]1c1ccc2c(c1)OCO2)C(=O)OC	-4	-1	-2	18	99	-4	10	15	100	2.6	-1
COC(=O)CCN1CCN(S(=O)(=O)c2cccc(Br)c2)CC1	-5	-8	-5	20	92	-3	10	8	94	1.6	-5
Cn1cc(S(=O)(=O)N2CCN(Cc3ccccc3)CC2)c(=O)n(C)c1=O	-1	-10	2	24	100	-2	6	0	102	0.3	-9
CCOC(=O)c1sc(NC(=O)CNCc2cccnc2)c(C(=O)OCC)c1C	0	1	0	26	94	-1	10	0	96	0.6	0
Brc1cccc(/C=N/Nc2nn[nH]n2)c1	-2	-2	2	27	91	-4	8	2	98	0.5	-3
C(=N\n1cnnc1)/C1CCCCC1	-6	-7	-1	36	106	-7	9	0	104	0.1	-11
C=CCNC(=O)CN1C2CCCC1CC(NC(=O)c1ccccc1C)C2 (stereo not given)	-6	-13	-7	28	94	-11	37	-3	93	-0.1	-22
COc1ccc(CCNC(=O)Cc2ccc(OCc3ccccc3)c(OC)c2[N+](=O)[O-])cc1OCc1ccccc1	0	0	0	18	99	-1	35	3	100	0.8	0
CN(C)c1ccc(C(=O)NCC2CCCO2)cc1 (stereo not given)	-1	-28	-1	18	94	-10	5	6	91	0.1	2
CCC(C)(C)n1nnnc1C(c1cc2cccc(C)c2[nH]c1=O)N1CCN(C(=O)c2ccco2)CC1 (stereo not given)	1	2	0	61	107	2	3	1	113	0.1	1
CC(=O)c1ccc(NC(=O)c2ccc(CSc3ccccc3)o2)cc1	-11	-11	-8	22	104	-15	13	6	104	0.6	-16
CCNC(=S)N/N=C/c1sccc1C	-2	-2	-5	15	102	-9	25	0	103	-0.1	-4
Cc1cc(N2CCN(c3ccccc3)CC2)n2cc(-c3ccccc3)nc2n1	-9	-8	1	13	103	-10	10	9	100	3.6	-12
O=C(CCc1nc2ccccc2s1)OCC(=O)c1ccccc1	-7	-6	-3	13	102	-8	15	1	98	0.3	-8
CCOC(=O)c1c(C)[nH]c(C(=O)CC(=O)OC)c1C	0	2	-2	9	98	-2	9	4	99	0.8	-2
COCCNC(=O)c1cc(-c2ccc3c(c2)OCO3)on1	-1	-3	3	4	102	-2	7	5	101	0.3	-12
CC1(C)Cc2c(sc3nnn(Cc4ccccc4)c(=O)c23)CO1	-15	-8	-11	21	77	-13	5	0	100	0.1	-12
CS(=O)(=O)c1ccc2nc(NC(=O)CN3C(=O)C4CC=CCC4C3=O)sc2c1 (stereo not given)	1	-1	2	11	?	0	9	3	100	0.7	-4
Clc1ccc(Cc2noc(-c3cccs3)n2)cc1	-7	-6	1	30	102	-10	22	20	102	0.8	-15
COc1ccc(CN2CCn3ncc(C(=O)Nc4cccc(C)c4)c3C2=O)cc1	5	5	2	20	101	0	7	3	101	-0.1	5
Cc1ccc(C2(O)CN(c3ccccc3C)C3=[N+]2CCS3)cc1 (stereo not given)	-10	-6	-4	12	99	-10	14	2	98	0.2	-10
O=c1[nH]cnc2nn(-c3ccccc3)nc12	1	-12	4	20	102	0	31	62	101	0.9	-13
CC(C)Cn1c(-c2ccc(F)cc2)n[nH]c1=S	-5	-7	0	24	105	-13	19	1	103	0.4	-6
CC(=O)/C=C/c1ccc(C)o1	-9	0	-6	13	93	-16	13	-1	99	-0.1	1
Cc1cccc2cc(CN(CCCN3CCOCC3)Cc3nnnn3C(C)(C)C)c(=O)[nH]c12	-4	-7	0	31	99	-9	13	6	102	2.2	-18
NC(=O)Cn1nc(C(F)(F)F)c2c1CCCC2	0	-2	-2	12	101	-3	9	0	104	0.0	-2
COC(=O)CN1C(=O)C(O)(CC(=O)c2ccc(C)cc2)c2ccccc21 (stereo not given)	0	-6	1	22	103	-3	11	-1	102	0.0	-12
Cc1cccc(Cn2nnc3c2C(=O)c2ccccc2C3=O)c1	-6	0	-2	22	99	-4	7	2	98	3.1	-1
O=C(NCc1ccc(F)cc1)C(c1ccccc1)N(CC1CCCO1)C(=O)Cn1nnc2ccccc21 (stereo not given)	-3	-5	1	16	94	0	3	20	94	4.0	-1
O=c1c2ccccc2nc(/C=C/c2ccc(O)cc2)n1CCc1ccccc1	-4	-7	-4	17	99	-12	17	15	99	2.1	-14
CCNC(=S)N1CCNC(=O)C1CC(=O)OC (stereo not given)	10	5	5	9	93	5	14	-2	96	-0.9	5
O=C(CC1C(=O)N(c2ccccc2)C(=O)N1C1CCCCC1)Nc1ccccc1 (stereo not given)	0	0	0	11	102	-2	38	1	103	0.4	-2
CCOC(=O)Cn1c(=O)oc2cc(S(=O)(=O)NCc3ccccn3)ccc21	-6	-6	1	20	102	-7	8	1	103	-0.7	-11
Cc1ccc(-c2noc(-c3cccs3)n2)cc1	2	-2	-4	9	99	-1	14	4	101	1.2	-1
CC(C)(C)NC(=O)CSc1nncn1-c1ccccc1	-1	-2	-4	25	103	-1	19	6	105	-0.6	-7
COc1cccc(CC(=O)Nc2nc(-c3cccnc3)cs2)c1	-3	1	-2	5	102	-6	2	2	104	0.2	0
O=C(N/N=C/C=C/c1ccccc1)c1cccs1	-1	-4	-1	15	103	-3	11	2	105	0.6	-5
O=[N+]([O-])c1cc(C(F)(F)F)cc([N+](=O)[O-])c1NCc1cccnc1	-10	-5	-6	12	100	-9	12	21	99	0.9	-7
Cc1ccccc1C(=O)Nc1ccc(O)cc1C(=O)O	-3	-3	-3	22	105	-2	10	2	103	0.4	-2
Cn1nnc2c(NCc3ccco3)nccc21	0	-4	0	25	100	-3	8	1	96	0.1	-3
Cc1cccc(COCC(Cc2ccccc2)N2CCN(C(=O)c3ccc(Cl)c(Cl)c3)CCC2=O)c1 (stereo not given)	-4	1	0	16	102	-5	11	8	99	4.0	-2
COc1cccc(-c2cnc(NCc3cc(Cl)ccc3O)n2C)c1	-3	-2	0	21	160*[activator]	3	55*	5	117	1.3	-4
COc1ccc(CN(C)C(c2ccccc2)c2nnnn2-c2ccccc2C)c(OC)c1C (stereo not given)	1	-10	0	23	102	-9	10	2	99	1.0	-13
CCOCCCNS(=O)(=O)c1ccc2c(c1)CCN2C(=O)CC	0	0	-2	18	101	-3	7	6	97	1.1	0
Cc1ccc(NS(=O)(=O)c2ccc(NS(=O)(=O)c3cccs3)cc2)cc1	-3	-2	0	19	103	0	36	-1	102	-0.4	-1
Cc1ccc(-c2nc3ccccc3c(=O)n2NC(=O)COc2ccccc2)cc1	.	?	.	231*	91	.	15	-6	95	1.2	.
COC(=O)Cc1ccc(NC(=S)NCc2cccc(OC)c2)cc1	-6	-4	-6	12	?	-8	9	4	99	0.9	-4
CCOC(=O)Nc1ccc(NC(=O)c2ccccc2F)cc1	-1	0	0	19	?	0	10	7	98	0.2	-3
CCSc1nc2cc(OC)c(OC)cc2c(=O)n1CCc1ccccc1	-8	-8	0	37	103	-11	12	77	101	2.8	-14
CCCCCn1c(CN2CCN(c3cccc(Cl)c3)CC2)nc2c1c(=O)[nH]c(=O)n2C	-8	-7	0	20	100	-3	29	32	100	6.3	-12
O=S1(=O)CCN2C=C(Br)C=C(Br)C2=N1	0	-2	-1	23	128	1	7	0	126	-0.2	-2
Cc1nc(Nc2c(Cl)cccc2Cl)sc1C(=O)Nc1ccccc1	-8	-7	-6	16	99	-12	6	18	104	1.4	-18
C/C(=N\NC(=O)c1ccc(CSc2nncn2C)cc1)c1ccc2ccccc2c1	-7	-4	-7	10	98	-11	6	-2	103	-1.5	-2
COC(=O)C(CC(C)C)NC(=O)c1ccc([N+](=O)[O-])c(C)c1 (stereo not given)	-9	-6	-1	23	100	-6	11	13	104	0.5	-20
CCOC(=O)c1sc(C(=O)OCC)c(OCCO)c1OCCO	-8	-2	-7	11	67	-3	3	6	80	0.5	0
Cc1cc(Oc2ccccc2)nc(N2CCOCC2)n1	-8	-10	-1	36	100	-6	11	16	100	-1.0	-12
Cc1c(Nc2cc(Cl)c3nonc3c2[N+](=O)[O-])c(=O)n(-c2ccccc2)n1C	5	9	20	10	86	0	9	1	98	0.5	25
COc1ccc(/C=C/C(=O)N(C)C2CCCCC2)cc1Br	-1	0	2	9	98	1	11	11	104	0.0	0
Cc1ccc(N2C(=O)N(CC(=O)NC(c3ccccc3)c3ccccc3)C(=O)C2C)cc1 (stereo not given)	-1	-2	-2	54	101	0	3	2	99	1.0	0
Remaining list, next part.
SMILES	Bim-Bcl-XL	Bim-Bcl-2	Bcl-W Bim block	GSH fluor	RGS7-Gao	Bim-Bcl-B	Avidin fluor	ABCG2 inh	RGS4-Gao reg	ABCB1 block	Bfl-1 Bim block
CCOC(=O)CSC1=C(C#N)C(=O)NC2(CCCCC2)S1	-6	-7	-4	40	95	-16	5	3	101	0.7	-11
O=C(CCc1nnc(CCC2CCCCC2)o1)NCCc1ccccn1	-4	-1	-4	9	100	-1	2	2	98	0.5	-6
O=C(Nc1ncccn1)c1ccc([N+](=O)[O-])o1	-3	-4	2	57	96	-6	23	0	96	-0.1	-7
CNC(=S)N1CCn2cccc2C1c1cc(OC)c(OC)c(OC)c1 (stereo not given)	-3	0	1	11	95	-3	23	2	104	1.0	-5
Cc1ccc(S(=O)(=O)Nc2nc(N)n(-c3ccccc3)n2)cc1	-1	-4	-2	19	99	-1	9	1	99	-0.1	-4
C/C(=N\NC(=O)c1ccccc1O)c1ccc(Br)s1	-1	-5	-1	8	101	-2	14	5	97	-0.9	-4
CN(C)C(/C=C/Nc1ccc(F)cc1)=C(C#N)C#N	-1	-3	0	22	109	1	8	5	111	0.8	-1
Cc1cccc(C(=O)Oc2ccc(/C=N/NC(=O)c3ccncc3)cc2)c1	-1	-3	-2	14	104	-5	11	5	104	0.5	-3
COC(=O)c1ccccc1S(=O)(=O)N(CCCO)Cc1cc2c(C)ccc(C)c2[nH]c1=O	0	-1	4	29	101	0	8	2	105	0.2	-3
NS(=O)(=O)c1ccc(NC(=S)NCc2ccc3c(c2)OCO3)cc1	-11	-1	-1	10	106	-26	7	-1	94	0.0	11

Profiles as entered above. Screens in order: Bim-Bcl-XL | Bim-Bcl-2 | Bcl-W Bim block | GSH fluor | RGS7-Gao | Bim-Bcl-B | Avidin fluor | ABCG2 inh | RGS4-Gao reg | ABCB1 block | Bfl-1 Bim block
O=C(CCc1nnc(CCC2CCCCC2)o1)NCCc1ccccn1 in the list: -4 | -1 | -4 | 9 | 100 | -1 | 2 | 2 | 98 | 0.5 | -6
CCOC(=O)CSC1=C(C#N)C(=O)NC2(CCCCC2)S1 in the list: -6 | -7 | -4 | 40 | 95 | -16 | 5 | 3 | 101 | 0.7 | -11
NS(=O)(=O)c1ccc(NC(=S)NCc2ccc3c(c2)OCO3)cc1 in the list: -11 | -1 | -1 | 10 | 106 | -26 | 7 | -1 | 94 | 0.0 | 11
CN(C)C(/C=C/Nc1ccc(F)cc1)=C(C#N)C#N in the list: -1 | -3 | 0 | 22 | 109 | 1 | 8 | 5 | 111 | 0.8 | -1
